NRP1-CendR mod = NRP-1/CendR interaction modulation; O14786; FAM-RPARPAR peptide binding to NRP-1, fluorescence polarization; inhibition, % at 25 µM; 360,000 compounds, 0.85% hits;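 active = inhibition or corrected inhibition above about 18%, plus a signal ratio from 0.5 to 1.5, limit read from the data, passing the limit was not always enough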; also: strong numbers were not always called active
Target sequence (O14786 whole entry, looked up): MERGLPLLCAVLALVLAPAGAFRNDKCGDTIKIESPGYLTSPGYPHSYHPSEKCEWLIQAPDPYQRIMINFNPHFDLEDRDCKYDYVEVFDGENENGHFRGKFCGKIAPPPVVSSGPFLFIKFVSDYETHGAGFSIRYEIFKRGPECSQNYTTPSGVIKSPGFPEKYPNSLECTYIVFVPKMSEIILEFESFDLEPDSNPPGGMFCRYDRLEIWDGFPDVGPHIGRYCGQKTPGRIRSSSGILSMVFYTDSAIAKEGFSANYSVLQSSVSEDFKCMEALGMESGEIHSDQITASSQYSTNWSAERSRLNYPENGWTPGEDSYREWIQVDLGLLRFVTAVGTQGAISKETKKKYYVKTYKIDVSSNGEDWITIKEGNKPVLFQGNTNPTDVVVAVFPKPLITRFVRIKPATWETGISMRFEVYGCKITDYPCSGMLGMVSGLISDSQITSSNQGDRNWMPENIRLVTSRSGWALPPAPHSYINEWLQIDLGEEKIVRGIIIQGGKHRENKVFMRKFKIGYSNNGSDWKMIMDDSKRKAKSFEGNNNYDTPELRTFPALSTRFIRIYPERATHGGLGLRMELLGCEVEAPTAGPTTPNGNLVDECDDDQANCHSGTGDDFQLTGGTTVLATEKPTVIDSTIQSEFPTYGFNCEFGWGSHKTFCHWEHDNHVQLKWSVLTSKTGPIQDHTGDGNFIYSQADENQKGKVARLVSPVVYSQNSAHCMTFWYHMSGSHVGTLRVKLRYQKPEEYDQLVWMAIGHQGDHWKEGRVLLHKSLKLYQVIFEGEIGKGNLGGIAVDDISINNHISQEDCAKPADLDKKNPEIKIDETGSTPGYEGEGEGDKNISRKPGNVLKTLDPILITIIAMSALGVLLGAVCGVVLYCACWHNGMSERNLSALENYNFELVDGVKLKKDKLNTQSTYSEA
Neddyl block = inhibitors of human cullin neddylation | P61081+Q13564 | TR-FRET cullin neddylation, biochemical | calls only at 25 µM | 360,000 compounds, 0.58% hits; in the data active = inhibition above about 36%
MsrA inhibitor = inhibitors of bovine MsrA; AID 651718; 360,000 compounds, 0.75% hits; inhibition, % at 15.5 µM; purified bovine MsrA, absorbance read-out; in the data active = inhibition above about 4.5%;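 also: 0% = vehicle wells with enzyme and 100% = reference inhibitor wells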
E coli Lon inh = inhibitors of E. coli Lon protease; P0A9M0; inhibition, % at 7.94 µM; purified E. coli Lon protease, fluorescence polarization; 360,000 compounds, 0.42% hits; AID 602123; in the data active = inhibition above about 13%, passing the limit was not always enough;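 also: 0% = enzyme with probe and DMSO and 100% = no enzyme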
MsrA act = activates bovine MsrA enzyme | purified bovine MsrA, absorbance read-out | activation, % at 10.6 µM | 360,000 compounds, 0.3% hits | AID 602163; in the data active = activation above about 7.5%;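 also: 0% = vehicle and 100% = reference activator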
SKN-1 block = inhibitors of C. elegans SKN-1; inhibition, % at 21.8 µM; 360,000 compounds, 0.49% hits; AID 624304; C. elegans VP596 Pgst-4::GFP/RFP ratio, acrylamide-induced, 24 h;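 active = interference check ratio from 0.5 to 1.5 plus GFP to RFP signal ratio inhibition reaching or exceeding a fixed threshold, cut at about 30% in these data, passing the limit was not always enough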; also: some compounds called inactive have numbers as strong as hits
Rin1-Abl PPI inh = inhibitors of human Rin1-Abl protein interaction; P00519+Q13671; TR-FRET Rin1/Abl binding, biochemical; inhibition, % at 7.35 µM; 360,000 compounds, 0.4% hits; AID 588664; in the data active = inhibition above about 5%, passing the limit was not always enough
FAS-TE inh = inhibitors of human fatty acid synthase thioesterase domain | 360,000 compounds, 0.67% hits | recombinant FAS-TE, OMFH fluorogenic substrate, fluorescence endpoint | inhibition, % at 15 µM | P49327;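 active = compounds whose normalised, plate-corrected inhibition of enzyme fluorescence in the single-dose primary screen is 50% or more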;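 also: 0% = DMSO with enzyme and 100% = substrate without enzyme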
MT1-MMP act inh = MT1-MMP (human) activation inhibition | 360,000 compounds, 0.061% hits | GFP/RFP ratio change, % at 20 µM | HT1080 RFP-PRO-GFP cells, GFP/RFP ratio fluorescence, overnight; percent of plate control window, DMSO zero | AID 651647 | P50281;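 active = GFP/RFP ratio change of at least 30% with cell ATP level not reduced by more than half and red fluorescence within 50% of control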; also: strong numbers were not always called active
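Material – HT1080 RFP-PRO-GFP cells · Control set – DMSO wells and RFP-L50D-GFP cells · Incubation – overnight cell settling, then overnight compound exposure, 37 °C, 5% CO2 · Compound dosing – single-point 20 µM compound, 1% DMSO · Read-out – GFP/RFP fluorescence ratio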
* hit, by the source's call; i = inactive; · = not tested or not shown; + = active, no number.

SMILES | NRP1-CendR mod | Neddyl block | MsrA inhibitor | E coli Lon inh | MsrA act | SKN-1 block | Rin1-Abl PPI inh | FAS-TE inh | MT1-MMP act inh
O=C(C[C@H]1C[C@H](C(=O)N2CCCCC2)[C@@]2(CCc3ccccc3)c3[nH]c4ccc(Cl)cc4c3CCN2C1=O)NCc1cccc(C(F)(F)F)c1 | -1 | i | -0.1 | -17 | -3 | -6 | 3 | 36 | -36
O=C(Nc1ccc2oc(-c3cccc4ccccc34)nc2c1)c1ncn[nH]1 | -12 | · | 2.0 | -5 | -1 | -9 | 1 | -192 | -8
C[C@@H]1CN([C@H](C)CO)C(=O)CCCn2cc(nn2)CO[C@H]1CN(C)S(C)(=O)=O | -4 | i | -0.9 | 3 | -6 | 18 | 0 | -4 | 3
COc1cc2cnc(Cl)nc2cc1OC | 6 | i | 0.8 | -4 | -4 | 5 | -4 | -12 | 3
O=C1CCCN1c1cc(Cl)ccc1Cl | -13 | i | 1.6 | 1 | 3 | -12 | 1 | -7 | 5
O=C(c1ccccn1)c1conc1C(=O)c1ccc(Br)cc1 | -11 | i | 2.3 | 4 | -1 | 17 | 0 | 16 | -3
CCCNC(=S)Nc1ccc2nc(-c3ccccn3)c(-c3ccccn3)nc2c1 | -23 | · | 1.7 | 19* | -5 | 7 | -8 | -9 | -39
N#C/C(=C\c1ccc(OCCN2CCOCC2)cc1)C(=O)Nc1ccccc1F | 0 | i | 0.9 | 3 | -3 | 4 | -4 | -2 | 0
Cc1ccc(S(=O)(=O)N(C)C)cc1NC(=O)CSc1nc2ccccc2[nH]1 | 8 | i | -1.1 | 3 | 3 | 3 | -1 | -5 | 1
CCCCNCc1cc(Br)c(OCc2cccs2)c(OC)c1 | 7 | i | -0.5 | 1 | -2 | 1 | -1 | -14 | -9

Already shown: entries from further up.
SMILES | NRP1-CendR mod | Neddyl block | MsrA inhibitor | E coli Lon inh | MsrA act | SKN-1 block | Rin1-Abl PPI inh | FAS-TE inh | MT1-MMP act inh
O=C(Nc1ccc2oc(-c3cccc4ccccc34)nc2c1)c1ncn[nH]1 | -12 | · | 2.0 | -5 | -1 | -9 | 1 | -192 | -8
C[C@@H]1CN([C@H](C)CO)C(=O)CCCn2cc(nn2)CO[C@H]1CN(C)S(C)(=O)=O | -4 | i | -0.9 | 3 | -6 | 18 | 0 | -4 | 3
COc1cc2cnc(Cl)nc2cc1OC | 6 | i | 0.8 | -4 | -4 | 5 | -4 | -12 | 3

Going on with the list:
SMILES | NRP1-CendR mod | Neddyl block | MsrA inhibitor | E coli Lon inh | MsrA act | SKN-1 block | Rin1-Abl PPI inh | FAS-TE inh | MT1-MMP act inh
CC(C)c1ccc(S(=O)(=O)N2CCN(C(=O)CCNC(=O)Nc3ccccc3)CC2)cc1 | 13 | i | 1.1 | 2 | -1 | 21 | -2 | 23 | -3
Cc1nn(C(C)C(=O)NCC2CCCO2)c(C)c1[N+](=O)[O-] (centres undefined) | 0 | i | -1.3 | 1 | -4 | 0 | 1 | -4 | -1
CCCc1nc2oc3c(Cl)ncnc3c2c2c1CCCC2 | 3 | i | 1.5 | -8 | -9 | -6 | -3 | -2 | 0
Cc1ccccc1N1CC(=O)Nc2c(oc3nc(-c4ccccc4)cc(C)c23)C1=O | -3 | i | 0.9 | -15 | 1 | 5 | -1 | -2 | 10
Cc1cccnc1NC(=O)CNC(=O)C12CC3CC(CC(Cl)(C3)C1)C2 | 2 | i | -0.7 | -3 | 1 | 12 | 2 | -5 | 1
COC(=O)COc1ccc(-c2nccc(-c3ccccn3)n2)cc1 | 10 | i | -0.6 | -5 | 0 | 15 | 0 | 2 | 4
Cc1cccc(COc2ccc(/C=N/NC(=O)c3nnn(-c4nonc4N)c3COc3ccc(F)cc3)cc2)c1 | -8 | · | -1.0 | 0 | -4 | 5 | 2 | 20 | 2
Cn1c(=O)c2c(ncn2CC(=O)Nc2nccs2)n(C)c1=O | 6 | i | 0.3 | -4 | -2 | -8 | 0 | -3 | 2
CC(C)NC(=O)c1cnn2c1NC(c1cccs1)CC2C(F)(F)F (centres undefined) | 15 | i | -1.0 | -2 | -8 | 3 | 1 | -1 | -2
CC(=O)Nc1ccccc1NC(=O)COc1cccc2ccccc12 | -5 | i | -0.3 | -16 | -6 | 4 | 0 | -1 | 3
O=C(NCC1CCCO1)c1cc(-c2ccc(Cl)cc2Cl)on1 (centres undefined) | -8 | i | -0.4 | -9 | -2 | 11 | -1 | 4 | -5
O=C1c2oc3ccccc3c(=O)c2C(c2cccc(F)c2)N1CCCO (centres undefined) | 7 | i | 0.5 | -10 | -7 | 0 | 0 | -3 | -1
CCCCn1c(N)c(N(Cc2ccccc2OC)C(=O)C(C)Oc2ccc(Cl)cc2)c(=O)[nH]c1=O (centres undefined) | 1 | i | -0.1 | -6 | -6 | 0 | 1 | -1 | -4
COc1ccc(/C=C/c2nc(-c3ccccc3)cc(=O)[nH]2)cc1 | 11 | i | 2.0 | -5 | -8 | -10 | -1 | 0 | 2
Cc1ccc(S(=O)(=O)NCc2ccc(C(=O)NC3CCCCC3)cc2)cc1 | 5 | i | -0.7 | -3 | -5 | 11 | 0 | -1 | 0
O=C(N/N=C/c1ccc2c(c1)OCO2)C(=O)Nc1ccccc1Cl | 12 | i | 0.8 | 5 | -2 | 5 | -4 | -4 | ·
CCn1c(SCC(=O)NC2CC2)nnc1-c1ccc(F)cc1 | 6 | i | -0.2 | 0 | -4 | -1 | 1 | -6 | 3
O=C(COc1cc2oc(=O)c3c(c2cc1Cl)CCCC3)N1C[C@H]2C[C@@H](C1)c1cccc(=O)n1C2 | 3 | · | 1.7 | -1 | -5 | -3 | 1 | 0 | -1
Cc1c(C(=O)NNC(=O)c2ccncc2)oc2ccccc12 | 10 | i | 0.5 | -7 | -2 | 13 | 1 | -3 | 2
CCOc1ccc(N2C(=O)C3ON(c4ccccc4)C(c4cccs4)C3C2=O)cc1 (centres undefined) | -1 | i | 0.7 | 8 | -2 | 3 | -1 | 20 | 0
CCCNc1c(N)c(=O)c1=O | 0 | i | -0.6 | 3 | -3 | 18 | 0 | -4 | -2
COc1ccc2c(c1)SC(C)CC2=O (centres undefined) | 22 | i | -1.2 | -8 | 1 | 14 | -6 | -5 | 1
O=C(N/N=C/c1ccsc1)c1c[nH]c2ccccc12 | 1 | i | 2.2 | -7 | -2 | 10 | 0 | -2 | 0
CC(C)=CC(=O)N1CCC(Oc2cccc(C(=O)NCc3ccccn3)c2)CC1 | -4 | i | 0.2 | -1 | -2 | -5 | 0 | -11 | 2
CSc1ccc(CNCCCN(C)C)cc1 | -28 | i | -0.8 | -3 | -4 | 6 | 0 | -8 | 6
COc1cc(/C=C(\C#N)C(=O)Nc2ccc(C(=O)O)cc2)ccc1OC(=O)c1cccc(F)c1 | 0 | i | 1.5 | -21 | -2 | 12 | -1 | 19 | -10
COc1ccc(C[C@H](N)C(=O)N[C@H]2[C@@H](O)[C@H](n3cnc4c(N(C)C)ncnc43)O[C@@H]2CO)cc1 | -3 | i | 0.3 | -3 | -4 | -27 | 0 | -8 | -23
CCOC(=O)c1nc(Nc2ccc(C(=O)O)cc2)c2ccccc2n1 | 6 | i | 4.3 | -2 | -6 | 19 | -3 | -8 | 4
COC(=O)c1ccccc1NC(=O)COC(C)=O | -1 | i | -0.2 | -8 | -4 | -4 | 2 | -10 | -3
c1ccc(N/N=C(\Cc2nc3ccccc3[nH]2)c2ccccc2)cc1 | 5 | i | 1.2 | -6 | 0 | 10 | 3 | 21 | -6

Fetched by compound from above, 2 records:
SMILES | NRP1-CendR mod | Neddyl block | MsrA inhibitor | E coli Lon inh | MsrA act | SKN-1 block | Rin1-Abl PPI inh | FAS-TE inh | MT1-MMP act inh
COc1ccc2c(c1)SC(C)CC2=O (centres undefined) | 22 | i | -1.2 | -8 | 1 | 14 | -6 | -5 | 1
O=C(N/N=C/c1ccsc1)c1c[nH]c2ccccc12 | 1 | i | 2.2 | -7 | -2 | 10 | 0 | -2 | 0

Next entries
SMILES | NRP1-CendR mod | Neddyl block | MsrA inhibitor | E coli Lon inh | MsrA act | SKN-1 block | Rin1-Abl PPI inh | FAS-TE inh | MT1-MMP act inh
O=C(Nc1ccc(N2CCOCC2)cc1)C1CC(O)CN1S(=O)(=O)c1ccc(Cl)cc1 (centres undefined) | 3 | i | -0.3 | -10 | -9 | 7 | 2 | -6 | -5
COc1ccccc1-n1c(-c2ccc(F)cc2)coc1=O | -6 | i | · | 5 | -2 | -11 | 2 | -6 | -1
Cc1ccc2cc3cc(C(=O)NCCN4CCOCC4)oc3nc2c1 | 11 | + | 3.8 | -6 | -18 | -22 | -8 | -5 | 4
Cn1c(=O)[nH]c(=O)c2c1nc(N1CCOCC1)n2CC(=O)c1ccccc1 | -3 | i | -0.5 | -7 | -1 | 4 | 7 | -4 | -1
COCCNC(=S)N(C)[C@H]1C[C@H]2c3cc(Oc4ccccc4C)ccc3CCN2C(=O)[C@H]1[C@H](C)O | -13 | i | -0.2 | 3 | -1 | -2 | -1 | -9 | -4
O=C(CN(Cc1cccs1)C(=O)CCC(=O)Nc1ccccn1)NCc1ccccc1 | -2 | i | 1.0 | -1 | 0 | -5 | 5 | -3 | 5
Cn1c(=O)c2c(ncn2CC(=O)N/N=C/c2cn[nH]c2-c2ccc(F)cc2)n(C)c1=O | -1 | i | -0.4 | 7 | -2 | -2 | 0 | -6 | 1
CC(=O)C1=C(C)N(c2ccccc2)C(=O)C1(NS(=O)(=O)c1ccc(N)cc1)C(F)(F)F (centres undefined) | -20 | i | -0.2 | -2 | -11 | 4 | 3 | -3 | 0
O=Nc1c2cc(-c3ccccc3)[nH]nc-2c2ccccc12 | 0 | i | -0.1 | -2 | -4 | 8 | 0 | -148 | -4
O=C(CN(Cc1ccccc1)C(=O)CNS(=O)(=O)c1ccc(F)cc1)NCc1ccco1 | 4 | i | 0.2 | -3 | -2 | -3 | 3 | 4 | -1
Cc1ccc(N(C)C(=O)CN(C)S(=O)(=O)c2ccc3c(c2)n(C)c(=O)c(=O)n3C)cc1 | 11 | i | 0.0 | -5 | 1 | 16 | -3 | 6 | 1
COC(=O)C1C/C(=N\NS(=O)(=O)c2ccc(C)cc2)c2ccsc2C1 (centres undefined) | 4 | i | -0.1 | -4 | -1 | 11 | 0 | -4 | 2
COCCNC(=O)c1cccc(OC2CCN(Cc3cccc(C(C)=O)c3)CC2)c1 | 13 | i | -0.4 | 0 | -1 | 11 | 2 | -5 | 3
CCOc1c(OC)cccc1C(=O)NCC1(c2ccccc2)CCCC1 | 2 | i | 0.3 | 0 | -3 | 20 | -1 | 21 | 0
C/C(=N\Nc1cc(C)nc(NCc2ccccc2)n1)c1cccc([N+](=O)[O-])c1 | -5 | i | -1.2 | 9 | -6 | -18 | 1 | 9 | 2
COC(=O)c1c(C)nn(-c2ccccc2)c1N | -6 | i | -0.8 | -5 | 4 | 6 | 1 | -7 | 2
CC1(c2ccccc2Cl)NC(=O)N(CC(=O)Nc2ccc3c(c2)OCO3)C1=O (centres undefined) | -1 | i | -0.5 | 4 | -9 | 1 | 1 | -3 | -1
CC(C)CCN1C(Nc2ccccc2)=NC[C@@H]1C | 0 | i | -0.3 | 2 | 2 | -6 | -1 | -7 | 1
CO[C@@]1(NC(=O)CSCC#N)C(=O)N2C(C(=O)O)=C(CSc3nnnn3C)CS[C@@H]21 | -120 | i | 1.3 | -3 | -5 | -3 | 2 | -4 | -3
CN(C(=O)COC(=O)c1cc(S(=O)(=O)N2CCOCC2)ccc1Cl)C1CCS(=O)(=O)C1 (centres undefined) | 10 | i | 0.4 | -2 | -3 | 2 | 0 | -8 | -1
COC(=O)NC1CSCC1OC(=O)CCN1C(=O)c2ccccc2C1=O (centres undefined) | -2 | i | 0.0 | 0 | -2 | 6 | 0 | -3 | 1
Cc1cccc(OCC(=O)N2CCN(C(=O)CCC3CCCC3)CC2)c1 | -4 | i | 0.2 | 2 | -9 | -3 | -2 | -4 | 1
CCN1CCN(C(=O)c2cc3c(s2)-c2c(C)cccc2OC3)CC1 | -2 | i | · | 1 | -3 | 24 | -3 | 0 | 5

Screening results deposited in PubChem by several laboratories.
